BioA inh: BioA (M. tuberculosis) enzyme inhibition | purified M. tuberculosis BioA enzyme, plate reader | inhibition, % at 9.99 µM | 360,000 compounds, 0.096% hits | AID 602481; in the data active = inhibition above about 40%; inconclusive = no clear call, values can overlap the other calls
Rv3671c inh: Rv3671c (M. tuberculosis) protease inhibition; inhibition, % at 5.96 µM; 320,000 compounds, 0.048% hits; AID 2606; in the data active = inhibition above about 38%;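 also: extracellular domain of Rv3671c used as enzyme; 0% = enzyme with DMSO and 100% = no enzyme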
Target sequence (P9WHR9 whole entry, looked up, the tested form may be a part): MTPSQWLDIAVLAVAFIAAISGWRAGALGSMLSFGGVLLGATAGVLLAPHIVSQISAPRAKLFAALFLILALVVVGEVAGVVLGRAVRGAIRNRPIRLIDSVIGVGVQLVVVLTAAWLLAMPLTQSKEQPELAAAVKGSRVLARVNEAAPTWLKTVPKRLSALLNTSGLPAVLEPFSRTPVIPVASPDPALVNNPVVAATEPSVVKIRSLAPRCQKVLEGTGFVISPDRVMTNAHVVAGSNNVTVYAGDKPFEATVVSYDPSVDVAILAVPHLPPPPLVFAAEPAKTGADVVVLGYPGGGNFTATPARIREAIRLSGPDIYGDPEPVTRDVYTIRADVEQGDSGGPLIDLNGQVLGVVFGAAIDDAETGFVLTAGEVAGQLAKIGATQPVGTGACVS
GDH-TPI inh: inhibits GDH-TPI coupling enzymes, artifact for Mtb FBA screen; GDH-TPI coupled enzyme counterscreen, NADH absorbance; inhibition, % at 4.8 µM; 360,000 compounds, 1.2% hits; AID 588335;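 also: 0% = DMSO wells and 100% = wells lacking the enzyme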
UGM FP inh: blocks M. tuberculosis UGM enzyme. purified UGM, fluorescence polarization probe displacement. inhibition, % at 10 µM. 320,000 compounds, 0.06% hits; in the data active = inhibition above about 10%, passing the limit was not always enough; inconclusive = no clear call, values can overlap the other calls
FBA Mtb inh: inhibits M. tuberculosis FBA enzyme | purified M. tuberculosis FBA, fluorescence read-out | inhibition, % at 1 µM | 360,000 compounds, 2.3% hits | AID 588726; in the data active = inhibition above about 27%;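 also: 0% = vehicle and 100% = reference inhibitor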
Target sequence (P9WQA3 whole entry, looked up): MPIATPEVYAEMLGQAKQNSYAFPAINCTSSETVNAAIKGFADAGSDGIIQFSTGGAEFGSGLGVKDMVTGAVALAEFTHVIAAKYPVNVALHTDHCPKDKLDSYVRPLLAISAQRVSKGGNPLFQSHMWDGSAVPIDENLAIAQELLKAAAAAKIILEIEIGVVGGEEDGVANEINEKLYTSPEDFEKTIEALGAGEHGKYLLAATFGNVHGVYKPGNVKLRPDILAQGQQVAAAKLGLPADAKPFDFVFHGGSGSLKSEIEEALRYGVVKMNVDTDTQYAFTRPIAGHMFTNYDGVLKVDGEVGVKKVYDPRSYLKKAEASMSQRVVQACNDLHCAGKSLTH
BoNT F protease: blocks Botulinum neurotoxin F light chain protease; Multiplex microsphere protease cleavage assay, flow cytometry; inhibition, % at 10 µM; 360,000 compounds, 0.22% hits; in the data active = inhibition above about 35%, passing the limit was not always enough; inconclusive = no clear call, values can overlap the other calls; also: plate controls were buffer without enzyme for full effect and enzyme alone for no effect
MazEF act: activators of E. coli MazEF toxin-antitoxin RNase. P0AE70. FAM/BHQ RNA-DNA oligo cleavage fluorescence, 5 h. activation, % at 20 µM. 350,000 compounds, 0.32% hits. AID 504720; in the data active = activation above about 50%
Target sequence (P0AE70 whole entry, looked up): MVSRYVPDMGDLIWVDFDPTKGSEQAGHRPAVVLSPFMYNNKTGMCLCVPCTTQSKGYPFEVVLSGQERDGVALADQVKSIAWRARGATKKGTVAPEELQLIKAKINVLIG
FadD28 FP inh: inhibitors of Mycobacterium tuberculosis FadD28 bisubstrate binding | FadD28 bisubstrate probe binding, fluorescence polarization | inhibition, % at 12.5 µM | 360,000 compounds, 0.22% hits; in the data active = inhibition above about 8.5%, passing the limit was not always enough; inconclusive = no clear call, values can overlap the other calls
CCHFV vOTU inh: blocks the CCHF virus ovarian tumor domain protease. CCHFV vOTU protease, Pep-AMC fluorescence. inhibition, % at 11.5 µM. 370,000 compounds, 0.55% hits. AID 651958; also: 0% = vehicle wells with enzyme and 100% = no enzyme wells
DUSP3 inh: DUSP3 (human) phosphatase inhibition | inhibition, % at 13.3 µM | P51452 | 290,000 compounds, 0.52% hits | AID 1654 | recombinant VHR phosphatase, pNPP absorbance; in the data active = inhibition above about 50%; also: some compounds called inactive have numbers as strong as hits
Target sequence (P51452 whole entry, looked up): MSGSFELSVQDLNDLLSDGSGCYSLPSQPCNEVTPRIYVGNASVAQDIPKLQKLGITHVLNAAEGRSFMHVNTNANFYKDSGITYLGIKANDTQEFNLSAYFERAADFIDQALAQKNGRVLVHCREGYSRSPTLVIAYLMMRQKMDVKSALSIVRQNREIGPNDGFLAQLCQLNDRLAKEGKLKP
* = called active by the depositor; ? = inconclusive; . = no result given; & = joins results of further samples. Rule as the data show it, unless noted: active = inhibition above about 30%; inactive = the rest.

SMILES	BioA inh	Rv3671c inh	GDH-TPI inh	UGM FP inh	FBA Mtb inh	BoNT F protease	MazEF act	FadD28 FP inh	CCHFV vOTU inh	DUSP3 inh
Cc1ccc(OCc2cc(C(=O)N3CCc4[nH]cnc4C3c3ccccn3)no2)cc1C (stereo not given)	-0.8	-3	1	-3.3	-2	1	0	0.3	5	14
Cc1nnc(N/N=C/c2cc(C)n(-c3ccc(F)cc3)c2C)n1N	.	-129	-3	2.2	2	-16	1	-1.8	99*	4
CCN1CCN(C(CNS(=O)(=O)c2cccs2)c2cccnc2)CC1 (stereo not given)	-1.2	0	6	-0.6	2	-3	6	-1.2	-8	25
Cc1ccc(/C=C2\SC(N3CCN(C(c4ccccc4)c4ccccc4)CC3)=NC2=O)o1	.	-7	3	0.2	1	6	8	0.0	7	8
Cc1ccccc1C(=O)Nn1cnnc1	-1.8	5	-1	-0.5	-2	?	8	-0.6	-3	-2
Cc1cccc(Oc2coc3cc(OC(=O)c4cc5ccccc5oc4=O)ccc3c2=O)c1	-0.7	-3	10	-1.6	16	-1	-24	-4.7	-6	27
N#Cc1ccccc1S(=O)(=O)N1CCC(C(=O)Nc2cccc(C(=O)NC3CC3)c2)CC1	0.8	.	5	.	4	?	2	-4.6	-14	.
O=C(c1cccc(S(=O)(=O)N2CCCC2)c1)N1CCN(S(=O)(=O)c2cccc(Cl)c2)CC1	0.9	.	3	.	0	?	0	-2.2	6	.
CCOC(=O)C1(CCOC)CCN(C/C=C/c2ccccc2OC)CC1	-2.2	-6	-2	1.3	0	?	2	-2.6	15	.
Cc1ccc(C2=NN(C(=O)CN3C(=O)c4ccccc4S3(=O)=O)C(c3ccco3)C2)cc1 (stereo not given)	.	-16	2	-1.7	0	-6	-10	1.2	-12	12
COc1ccccc1-n1c(SCC(N)=O)nnc1-c1ccccc1	2.2	1	7	-0.7	0	-8	0	-0.5	-13	3
COC(=O)c1ccc2nc(NC(=O)CCS(=O)(=O)c3ccccc3)sc2c1	-1.0	0	10	0.4	4	-16	0	-0.4	-11	-52
COc1ccc(NC(=O)CSc2nnc(CNC(=O)c3ccco3)o2)cc1	-1.8	7	13	-0.2	0	7	-2	-2.2	-2	12
CCc1cc(CNC(=O)c2cccc(OC3CCN(S(C)(=O)=O)CC3)c2)on1	-0.4	-2	-7	-0.7	-1	0	2	-1.2	5	1
C=C1[C@@H](O)[C@H](Cc2ccccc2)N(Cc2ccccc2Br)S1(=O)=O	0.9	.	0	.	2	-4	-1	-3.8	1	.
O=C1c2ccc(-c3nc4ccccc4o3)cc2C(=O)N1Cc1cccnc1	.	5	.	-1.1	.	.	3	.	-6	.
CCOc1ccc(NC(=O)c2ccccc2NC(=O)CN(C)CC(=O)Nc2ccc(C)cc2)cc1	-1.0	-12	7	1.7	3	-1	5	-1.2	-9	12
CC(=O)NC12CC3CC(C1)CC(C(=O)Nc1nccs1)(C3)C2	2.4	9	-2	0.7	-4	-2	-5	-1.4	-1	8
O=C(c1cc(-c2ccc(Cl)cc2)on1)N1CCN(c2ccc(F)cc2)CC1	0.4	-4	7	-2.9	2	3	-1	-1.5	-16	15
O=C(O)CCC(=O)NNC(=O)c1cccc(Cl)c1	.	-7	-2	4.7	0	-3	-2	1.0	0	-1
COc1ccc(/C=N/NC(=O)c2ccc(Br)cc2)cc1CN1CCOCC1	-3.1	2	10	0.9	1	7	12	-1.3	3	16
Oc1ccc(Cl)cc1-c1cc(-c2cccc(Br)c2)n[nH]1	.	-17	1	1.8	1	-14	13	-13	6	-17
COCCCN1C(=O)C(=O)/C(=C(/O)c2ccc(OC)cc2)C1c1ccc(O)c(OC)c1 (stereo not given)	.	-11	13	1.1	2	1	4	0.5	23	7
Cc1ccc(N2C(=N)SCC2=O)cc1Cl	-0.6	-7	5	-3.3	-1	10	4	-0.9	15	-2
O=S1(=O)N=C(Nc2nc3c(s2)CCCC3)c2ccccc21	1.2	-1	36*	0.8	1	5	-7	-3.4	8	12
COc1cccc(OC)c1C(=O)Nc1ccncc1	.	5	13	0.1	0	?	13	-2.1	-9	.
COCCn1c(N)c(NCc2ccccc2)c(=O)n(CC(=O)Nc2cc(C)ccc2C)c1=O	.	8	6	-0.9	-2	1	21	-0.7	-2	15
COc1cccc2c1c(NC(=O)c1cc(C)on1)nn2C	0.9	2	3	1.8	4	?	2	-1.6	-7	5
Cc1nn(C)c(C(=O)NNC(=S)Nc2ccc(Cl)cc2)c1[N+](=O)[O-]	1.7	7	-9	-2.0	3	-17	-2	3.7	10	15
OC[C@@H]1CN(Cc2ccccc2)C[C@H](n2cnc3c(N4CCOCC4)ncnc32)O1	-0.5	.	6	.	0	-3	.	-0.6	8	.

Full records, looked up by structure:
Shown for COCCCN1C(=O)C(=O)/C(=C(/O)c2ccc(OC)cc2)C1c1ccc(O)c(OC)c1 (stereo not given) → BioA inh: .; Rv3671c inh: -11; GDH-TPI inh: 13; UGM FP inh: 1.1; FBA Mtb inh: 2; BoNT F protease: 1; MazEF act: 4; FadD28 FP inh: 0.5; CCHFV vOTU inh: 23; DUSP3 inh: 7
Shown for O=C(O)CCC(=O)NNC(=O)c1cccc(Cl)c1 → BioA inh: .; Rv3671c inh: -7; GDH-TPI inh: -2; UGM FP inh: 4.7; FBA Mtb inh: 0; BoNT F protease: -3; MazEF act: -2; FadD28 FP inh: 1.0; CCHFV vOTU inh: 0; DUSP3 inh: -1

Continued.
SMILES	BioA inh	Rv3671c inh	GDH-TPI inh	UGM FP inh	FBA Mtb inh	BoNT F protease	MazEF act	FadD28 FP inh	CCHFV vOTU inh	DUSP3 inh
O=C(NCc1ccccc1F)C(=O)NCC1OCCCN1S(=O)(=O)c1cccs1 (stereo not given)	-5.5	-9	1	1.7	4	8	-1	0.2	8	38
C[C@H](O)C#Cc1ccc2c(c1)O[C@@H](CN(C)Cc1ccc(-c3ccccc3)cc1)[C@H](C)CN([C@@H](C)CO)S2(=O)=O	-1.9&-2.8&-3.1	.	7	.	-4	2	-10	-5.4	6	.
CC1CCCCN1S(=O)(=O)c1ccc(S(=O)(=O)N(CC(=O)Nc2ccccc2)Cc2cccs2)cc1 (stereo not given)	.	-51	-1	0.2	-2	-9	-12	-0.7	7	1
Cc1c(NS(=O)(=O)c2cc(C(=O)NCC3CCCO3)cc(Cl)c2Cl)c(=O)n(-c2ccccc2)n1C (stereo not given)	.	7	-1	0.1	0	?	0	-2.9	-2	.
Nc1c(C(=O)Nc2ccccc2)c2nc3ccccc3nc2n1CCCN1CCOCC1	-0.1	16	12	-0.5	5	.	13	-27	-13	9
Cc1ccc(S(=O)(=O)N2[C@H](c3ccccc3)CC(=O)[C@@H]3CN(S(=O)(=O)c4ccccc4)[C@H](c4ccccc4)C[C@@H]32)cc1	0.2	.	.	.	-1	0	.	-2.2	2	.
COc1ccccc1-c1cn[nH]c(=S)n1	-1.1	0	7	2.7	5	?	-3	-1.8	10	22
CCOc1ccc(OCCCC(=O)NCCc2ccc(OC)cc2)cc1	0.9	-6	-4	-1.0	2	-2	-2	-4.2	4	-11
C=CC(=O)N1C/C(=C/c2ccc(F)cc2)C(=O)/C(=C\c2ccc(F)cc2)C1	.	.	19	.	0	3	2	1.5	20	.
O=C(CSc1ccccc1)NCCc1ccccc1	-0.1	-1	-9	-0.8	-5	?	-5	-4.4	10	1
COc1ccc(/C=C/c2nnc(NC(=O)COc3cccc(C)c3)s2)cc1	.	-6	23	-1.1	17	-9	-1	-1.2	3	-5
CCn1nnnc1SCC(=O)N1c2ccccc2NC(=O)CC1C (stereo not given)	-0.5	1	5	-0.7	1	-1	2	-0.3	-2	.
CCOc1ccccc1NC(=O)Nc1cccc(S(N)(=O)=O)c1	1.3	8	-10	0.1	-1	2	1	-0.3	4	19
CC12CCC(=O)C=C1CCC1C2C(O)CC2(C)C1CCC2(O)C(=O)COC(=O)COCC(=O)O (stereo not given)	.	.	8	.	0	2	1	0.1	9	.
NC(=O)[C@H]1CC2(CC(c3cccc(NC(=O)COc4ccc(Cl)cc4)c3)=NO2)CN1C(=O)Cc1ccc([N+](=O)[O-])cc1 (stereo not given in full)	0.8	-24	7	3.8	2	-10	-12	-8.3	5	-12
O=[N+]([O-])c1ccc(Sc2ccccc2Cl)nc1	-1.0	2	11	0.1	-5	-10	3	-3.4	1	6
COC(=O)C(C)n1cnc2c(cnn2-c2ccc(Cl)cc2)c1=O (stereo not given)	2.9	2	0	4.5	5	-2	5	0.1	-11	6
Cc1ccc(CN(C)C(=O)c2ccccc2Oc2ccccc2)o1	-3.2	2	-4	-1.6	-2	5	-4	-3.4	2	26
COc1ccc(NC(=O)CNC(=O)Cc2cccc3ccccc23)cc1	0.0	7	9	1.1	1	-3	-1	-2.7	-8	.
Cc1cc(C(C)(C)C)cc(S(=O)(=O)Nc2cccc(C(=O)O)c2)c1C	-1.4	-5	-1	0.4	3	5	-2	1.2	-5	-33
Cc1cc(C)c2c(=O)n3c(nc2c1)C(Cc1ccc(O)cc1)NC(=O)c1cc2ccccc2cc1-3 (stereo not given)	-1.5	.	6	.	-1	0	-35	-4.0	12	.
COc1ccccc1N/N=C/c1ccc2c(c1)OCO2	0.4	7	7	-1.7	-2	-2	7	0.9	-3	-5
O=C1CCCc2oc3c(cc(NS(=O)(=O)c4ccc5c6c(cccc46)C(=O)N5)c4ccccc43)c21	.	-179	21	2.2	-4	-1	-1	-17	26	19
CC1(c2nnc(-c3cccc(Cl)c3)o2)CC(c2ccc(Cl)cc2)=NO1 (stereo not given)	-0.5	-6	-5	-1.4	2	-5	3	-1.8	6	.
C/C(=N/NC(=O)CNc1ccc(C)cc1)c1ccc(Br)s1	-0.7	6	18	0.1	-3	-3	-4	-5.6	15	19
CCN(c1ccccc1)S(=O)(=O)c1ccc2c(c1)CC(C)N2C(=O)C1CC1 (stereo not given)	0.5	-5	-4	2.6	1	0	-3	0.4	2	-4
Cc1nnc(SCc2cccc(Cl)c2)n(N)c1=O	.	11	-6	-0.2	-2	5	6	-3.1	-5	11
COC(=O)c1ccc(NC(=O)c2cc(-c3ccncc3)nc3ccccc23)cc1	0.2	-27	8	-1.0	-2	-5	11	-4.9	17	.
CN1CCN(CCCNC(=O)C2CC(=O)N(C3CCCCC3)C2)CC1 (stereo not given)	0.1	-1	-14	-0.7	-4	0	6	-4.8	2	-12
COc1ccccc1C(=O)N1CCN(C(=O)Cc2ccccc2)CC1	-1.0	-3	-1	0.7	1	-23	4	-6.3	19	-3
COC(=O)n1c(SC)nc2ccccc21	-0.4	-1	-1	1.9	4	?	-2	0.7	11	31
O=C(CSc1n[nH]c(-c2ccccc2)n1)c1ccccc1	0.5	0	1	1.8	7	1	6	-0.1	3	26
O=C(O)CCCNc1cc(N2CCN(C(=O)c3ccco3)CC2)c2noc3c2c1C(=O)c1ccccc1-3	-15	1	10	0.6	-3	-6	-120	18*	32*	36
O=C(c1[nH]ncc1-c1ccc(Cl)cc1)C1CO1 (stereo not given)	-3.1	-1	-4	1.4	0	?	2	-0.3	5	9
CN1/C(=C\C=N\O)C(C)(C)c2ccccc21	4.8	-3	-5	0.3	0	-5	-7	-3.5	-1	11
Cc1ccccc1Cn1cc(NS(=O)(=O)c2cn(C)nc2C)cn1	-0.4	-2	1	-1.7	-1	7	-1	-1.2	7	14
COCC(C)NC(=O)COCc1cc(-c2ccc3c(c2)OCO3)on1 (stereo not given)	0.7	-7	-4	-1.0	1	-10	-3	.	-9	13
O=C(Nc1cccc(Cl)c1)Nc1c[nH]c(=O)[nH]c1=O	-1.3	-7	-1	4.0	5	-14	4	-5.7	4	6
CC(C)Oc1nc(-c2ccc(Cl)cc2)nc2ccccc12	-0.2	-1	1	2.2	-1	?	-2	-1.1	3	21
Cc1ccc(NC(=O)C[n+]2ccccc2)cc1C	-1.5	0	-2	-1.8	0	28	15	0.7	-10	-8
